# Screening data as filed in PubChem BioAssay.
# bIAP act – intestinal alkaline phosphatase (bovine) activation; purified bovine IAP, CDP-star luminescence, 30 min; hits give high values; fold of DMSO-control signal, blank-subtracted; activation factor at 20 µM; actives 0.17% (n = 200,000);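 active = activation factor of 2 or more at 20 µM, a signal rise over negative controls twice the positive control's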
# TNAP inh hiacc – inhibitors of human TNAP at high phosphate acceptor concentration; P05186; purified TNAP, CDP-star luminescence, 1 M DEA; inhibition, % at 20 µM; actives 0.03% (n = 200,000); AID 1135;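 active = over 50% inhibition of tissue-nonspecific alkaline phosphatase at 20 µM in the single-dose screen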;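 also: plate controls were DMSO wells for no effect and EDTA-quenched wells as full inhibition for full effect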
# Target sequence (P05186 whole entry, looked up): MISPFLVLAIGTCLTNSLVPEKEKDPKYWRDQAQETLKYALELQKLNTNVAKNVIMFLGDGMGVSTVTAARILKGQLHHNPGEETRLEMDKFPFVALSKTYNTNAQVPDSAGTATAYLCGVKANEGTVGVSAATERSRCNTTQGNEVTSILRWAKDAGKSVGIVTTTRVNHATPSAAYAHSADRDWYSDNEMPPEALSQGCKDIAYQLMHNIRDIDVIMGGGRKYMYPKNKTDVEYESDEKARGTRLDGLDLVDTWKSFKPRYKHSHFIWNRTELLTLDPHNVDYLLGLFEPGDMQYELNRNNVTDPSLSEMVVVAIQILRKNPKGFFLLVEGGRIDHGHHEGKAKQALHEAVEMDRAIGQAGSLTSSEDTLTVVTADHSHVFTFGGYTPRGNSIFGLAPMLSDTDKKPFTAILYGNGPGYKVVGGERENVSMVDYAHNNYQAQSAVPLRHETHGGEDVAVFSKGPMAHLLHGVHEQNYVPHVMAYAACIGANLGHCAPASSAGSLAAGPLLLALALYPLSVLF
# PMI activator – activators of human phosphomannose isomerase; P34949; purified human PMI, coupled resazurin fluorescence, 20 min; hits give high values; 1 = vehicle control, 0 substrate-free wells; activation factor at 20 µM; actives 0.005% (n = 190,000);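 active = activation factor of 2 or more at 20 µM, relative to plate controls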
# APP 5'UTR act – APP 5'UTR luciferase reporter activation; SH-SY5Y APP 5'UTR luciferase reporter, luminescence; zero percent = DMSO vehicle wells; activation, % at 2 µM; actives 1% (n = 190,000); AID 1276;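 active = activation above a set limit, based on mean plus 3 SD of controls, cut at about 140% in these data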; also: values of inactives mirror those of a sister screen read the other way
# FLuc inh counter – inhibits firefly luciferase, flagging false hits in luciferase inhibition screens. actives 1.5% (n = 200,000). inhibition, % at 10 µM. ATPLite firefly luciferase biochemical luminescence, 10 min. P08659;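 active = inhibition above about 50% when tested at 10 µM, limit read from the data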
# Target sequence (P08659 whole entry, looked up): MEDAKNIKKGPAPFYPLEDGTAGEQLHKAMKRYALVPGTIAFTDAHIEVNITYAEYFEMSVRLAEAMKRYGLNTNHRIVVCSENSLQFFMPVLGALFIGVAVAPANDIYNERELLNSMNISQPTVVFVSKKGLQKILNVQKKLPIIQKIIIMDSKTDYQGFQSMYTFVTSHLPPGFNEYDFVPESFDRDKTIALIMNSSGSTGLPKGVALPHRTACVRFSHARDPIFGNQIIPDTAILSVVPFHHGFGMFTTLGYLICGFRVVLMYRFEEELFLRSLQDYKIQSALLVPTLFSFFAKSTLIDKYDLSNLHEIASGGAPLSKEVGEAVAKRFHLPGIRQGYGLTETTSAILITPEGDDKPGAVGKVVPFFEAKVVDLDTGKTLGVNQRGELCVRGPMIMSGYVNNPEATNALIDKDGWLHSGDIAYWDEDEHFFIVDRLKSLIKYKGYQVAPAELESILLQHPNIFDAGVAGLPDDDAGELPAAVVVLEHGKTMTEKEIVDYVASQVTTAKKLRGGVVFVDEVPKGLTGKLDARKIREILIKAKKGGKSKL
# TNAP inh noacc – TNAP (human) inhibition, acceptor-free conditions; inhibition, % at 20 µM; purified TNAP, CDP-star luminescence, 30 min; actives 0.26% (n = 200,000); AID 1012;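 active = tissue-nonspecific alkaline phosphatase inhibition above about 50% at 20 µM in the single-dose screen, limit read from the data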;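 also: 0% = DMSO negative control and 100% = EDTA positive control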
# PMI act satM6P – activators of human phosphomannose isomerase at near-saturating mannose 6-phosphate. coupled PMI enzyme assay, resazurin fluorescence, 20 min; hits give high values; 1 = untreated enzyme, 0 = substrate-free blank. actives 0.34% (n = 190,000). activation factor at 20 µM. P34949;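 active = activation factor of 2 or more at 20 µM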
#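 assay system = human phosphomannose isomerase with PGI, G6PDH, diaphorase coupling enzymes | quantity = 15 ng/mL PMI | incubation = enzyme reaction with compound 20 min at room temperature | medium = HEPES pH 7.4 buffer with MgCl2 and Tween-20 | compound dosing = one concentration, 20 µM, in 1% DMSO | measured by = Diaphorase-driven resazurin-to-resorufin fluorescence, excitation 544, emission 590 nm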
# FLuc stim CS – affects firefly luciferase, flagging false hits in luciferase stimulation screens; P08659; ATPlite luciferase biochemical, luminescence, 10 min; 0 = ATP-free wells, 1 = DMSO control; activation factor at 10 µM; 200,000 tested, under 10 active; AID 1027;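 active = luciferase activation factor, scaled between plate controls, of at least 2 with compound at 10 µM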
#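 Assay system: Luciferase/luciferin detection reagent, cell-free biochemical luciferase assay / Read-out: luciferase activation / Benchmarks: No-ATP low control, compound-free enzyme-plus-ATP high control / Medium: PBS buffer for ATP / Detection: luminescence measurement of luciferase light output / Schedule: 10 min at ambient temperature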
# TNAP act hi DEA – TNAP (human) activation, high acceptor. 200,000 tested, under 10 active. purified TNAP, CDP-star luminescence, 1 M DEA, 30 min; hits give high values; 0 = EDTA background, 1 = DMSO-only activity. activation factor at 20 µM. P05186;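 active = activation factor at least 2 at 20 µM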
#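 Assay system: human TNAP; Input: enzyme diluted 1/800 final; Reagent: CDP-star luminogenic substrate at 100 µM final; Timing: 30 min, room temperature; Signal: luminescence; Evaluation: TNAP activation factor scaled between EDTA and DMSO control wells.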
# NF-kB expr up – compounds increasing NF-kB expression in human neuronal cells. NF-kB reporter expression; hits give high values. fold change at 12.5 µM. actives 1.6% (n = 190,000). AID 1239; in the data active = fold change above about 3.3
# Active calls of the source: *; . = no result given; & = joins results of further samples.
SMILES,bIAP act,TNAP inh hiacc,PMI activator,APP 5'UTR act,FLuc inh counter,TNAP inh noacc,PMI act satM6P,FLuc stim CS,TNAP act hi DEA,NF-kB expr up
COc1cc2c(cc1OC)CN(CC(=O)Nc1ccc(Cl)c(S(=O)(=O)N(C)C)c1)CC2,1,-7.0,1.1,13.0,-7.7,-8.3,1.1,1.1,1.1,1.18
Cn1c(=O)n(Cc2ccc(Cl)cc2)c2ccccc21,0.8,1.6,0.9,.,-1.2,-2.3,1,1,1,0.74
CC(C(=O)Nc1nccs1)c1ccc([N+](=O)[O-])cc1 (configuration not stated),1,1.0,1,-19.2,-5.7,-0.3,1,1.1,1,0.78
COc1ccc(C2C(C(=O)c3cccs3)=C(O)C(=O)N2Cc2cccnc2)cc1OC (configuration not stated),1.2,-4.2,1,7.7,0.3,-4.6,0.9,1,1,1.03
O=C(NCc1ccccc1)NC(O)C(Cl)(Cl)Cl (configuration not stated),0.9,-7.6,1,1.6,-7.8,-12.6,1,1.1,1.1,0.96
CCCc1nc2ccc(NC(=O)NCCC(=O)OCC)cc2c(=O)n1Cc1cccc(Cl)c1,0.9,-7.7,0.9,.,-6.5,-1.8,1,1.1,1.1,1.03
CCSc1nnnn1-c1ccccc1,0.9,5.9,1,-12.7,2.5,-1.1,1,1,0.9,1.32
COCCn1c(SCC(=O)NCc2ccc3c(c2)OCO3)nc2ccccc2c1=O,1,-5.9,1.1,1.8,-8.4,-12.9,1.1,1.1,1.1,1
CCCSc1nnc2n(N)c(=O)c3ccccc3n12,1,-4.2,1,1.0,-7.8,-4.9,0.9,1.1,1,1.2
O=Cc1ccccc1OCCOc1ccc([N+](=O)[O-])cc1,1,-2.4,0.9,6.3,-3.6,-8.1,0.8,1,1,1.1
COc1ccc(N2C(=O)C3CCCN3C2c2ccc(F)cc2)cc1Cl (configuration not stated),0.9,-3.7,1.1,-5.2,-12.9,-8.6,1.1,1.1,1,1.46
CSc1ccccc1NC(=O)c1onc(C)c1Cl,0.9,-6.5,1.1,-2.0,-0.5,-25.0,1,1,1.1,1.13
COC(=O)c1cccc(N(C(=O)c2cnccn2)C(C(=O)NC2CCCCC2)c2cn(C)nc2C)c1 (configuration not stated),0.9,1.4,0.9,2.0,3.8,-4.8,0.9,1,1,0.68
CSc1nnnn1-c1cccc(O)c1,0.9,0.3,0.8,-1.0,-5.3,-8.1,0.9,1.1,1,1.11
CCn1c(SCC(=O)Nc2cc(NC(C)=O)ccc2OC)nnc1-c1ccccn1,0.9,-2.5,1,15.3,-11.2,-11.1,1,1.1,1,1.68
N#Cc1ccccc1CN1C(=O)NC(Cc2c[nH]c3ccccc23)C1=O (configuration not stated),1.1,0.6,0.9,10.1,-1.0,-8.5,0.9,1,1,0.93
CC1(C)CC(=O)C2=C(C1)N(c1ccccc1C#N)C(N)=C(C#N)C2c1cccs1 (configuration not stated),1,1.1,1,33.6,-5.2,-4.4,1,1.1,1,0.82
O=C1CCCC(=O)C1CS(=O)(=O)c1ccccc1,0.9,-2.2,1.5,7.0,-8.0,-9.1,1,1.1,1,0.91
Cc1ccc(-c2nc(-c3ccccn3)no2)cc1,0.9,-6.6,1,-39.2,97.1*,-14.2,1,0,1.1,0.3
O=C(CCNC(=O)Cn1ccc2ccccc2c1=O)NCc1ccc(F)cc1Cl,1,-4.8,1,-2.5,-4.6,-9.2,1,1,1,1.08
CCOc1ccccc1NC(=O)CSc1nc2c(c(=O)n1C)SC(C)C2 (configuration not stated),0.9,0.3,1,0.2,-1.7,-5.7,1,1,1,0.77
c1ccc(CNc2nc(NCc3ccco3)nc(N3CCOCC3)n2)cc1,1,-8.6,1,24.7,-9.0,-12.2,1,1.1,1.1,1.17
Cc1nc2cc(-c3cccc(F)c3)nn2c(N2CCN(C(=O)c3ccco3)CC2)c1C,1,-4.0,0.9,15.2,4.4,-11.1,0.9,1,1,1.99
CCOC(=O)N1CCN(C(=O)CSc2ccc(-c3ccccc3)nn2)CC1,1.3,-2.3,1,-6.8,3.1,-5.8,0.9,1,1,0.79
CCn1c(CC(=O)Nc2ccc(C)cc2)n[nH]c1=S,0.8,-5.2,0.9,5.0,-0.9,-4.8,1,1,1.1,0.97

# The list continues:
SMILES,bIAP act,TNAP inh hiacc,PMI activator,APP 5'UTR act,FLuc inh counter,TNAP inh noacc,PMI act satM6P,FLuc stim CS,TNAP act hi DEA,NF-kB expr up
CC1CN(c2ccc([N+](=O)[O-])cc2C(=O)N2CCOCC2)CC(C)N1 (configuration not stated),1.2,3.9,0.9,21.7,3.8,-1.9,0.9,1,1,1.31
COCCN1C(=O)c2ccccc2C(C(=O)N2CCN(c3ccccn3)CC2)C1c1ccc(F)cc1 (configuration not stated),1.3,-7.7,0.9,-9.0,-9.9,-11.4,0.9,1.1,1.1,0.7
Cc1sc2c(c1C)C(=O)NC(c1cccc(O)c1)N2 (configuration not stated),0.9,-3.0,1,13.8,-0.6,4.7,1,1,1,1.87
CCCCNc1ccc(C(=O)Nc2cccc(C)n2)cc1[N+](=O)[O-],0.9,5.9,0.8,2.8,-0.4,-0.2,0.8,1,0.9,1.72
Cc1ccccc1NC(=O)/C(=C\c1cccs1)NC(=O)c1ccccc1,1,-0.1,1.1,-3.2,-4.8,6.1,1.1,1,1,1.03
CCOC(=O)C1CCN(C(=O)CCNC(=O)c2cc(OC)c(OC)c(OC)c2)CC1,0.9,-4.1,1,4.4,-4.3,-20.4,1.1,1,1,1.2
Cn1c(COc2ccccc2)nnc1SCCSc1nnc(COc2ccccc2)n1C,0.9,-5.4,0.9,9.5,-3.6,-11.0,1,1,1.1,0.89
Cc1onc(-c2ccccc2Cl)c1C(=O)Nc1nnc(-c2ccc(Cl)cc2Cl)s1,0.9,-2.2,0.8,2.9,-5.8,-8.0,0.8,1.1,1,1.31
CCS(=O)(=O)c1ccc(C(=O)NC2CC2)c(Cl)c1Cl,0.9,-6.8,1.1,6.0,-5.2,-0.9,1,1.1,1.1,0.98
CCC(Oc1ccccc1)C(=O)N1CCN(C(=O)C(CC)Oc2ccccc2)CC1 (configuration not stated),1.1,3.1,1.1,22.4,-1.1,-7.7,1,1,1,1.16
CCN(CCn1cccn1)Cc1ccccc1OCC(O)CN1CCc2ccccc2C1 (configuration not stated),1.2,-6.2,1,-4.3,-1.7,-7.9,1,1,1.1,1.27
C#C[C@]1(O)CC[C@H]2[C@@H]3CCc4cc(OC)ccc4[C@H]3CC[C@@]21C,1.2,-3.4,1.1,11.9,-3.5,-9.1,1.1,1,1,1.06
CC1CCC(NC(=O)CN2CCCN(Cc3ccc(F)cc3Cl)C2=O)CC1 (configuration not stated),1,-7.2,1,13.6,-6.4,-7.9,1,1.1,1.1,1.15
CCOC(=O)C1(Cc2ccccc2)CCCN(Cc2ccc(OCC)c(CO)c2)C1 (configuration not stated),1,-2.8,0.9,-8.3,-1.2,-3.8,0.9,1,1,0.92
Cc1cccc(Cn2c(C(C)O)nc3ccccc32)c1 (configuration not stated),0.9,-0.5,1,-9.3,-6.8,-7.3,1,1.1,1,0.96
CC(C)CC(NC(=O)OC(C)(C)C)c1cn([C@@H](CCC(=O)OC(C)(C)C)C(=O)N2CCN(C(=O)OC(C)(C)C)CC2)nn1 (some centres not stated),1.2,-0.2,0.9,11.7,-4.2,-4.0,0.9,1,1,0.82
CCC(=O)Nc1nc2c(OC)ccc(C)c2s1,1,-3.5,1.1,30.9,0.4,-7.9,1.1,1,1,1.16
CSc1nnc2c(n1)OC(c1ccc(C(=O)O)cc1)N(C(C)=O)c1ccccc1-2 (configuration not stated),1.1,-0.4,1.3,-0.1,0.9,-11.5,1.2,1,1,1.07
S=C(NCc1ccco1)N1CCN(c2cccc(Cl)c2)CC1,0.8,-5.8,0.9,-24.7,-3.5,-11.6,0.9,1,1.1,0.43
COC(=O)c1c(N)n(-c2ccc(NC(C)=O)cc2)c2nc3ccccc3nc12,1,5.0,0.7,-19.6,1.4,-4.8,0.9,1,0.9,0.35
CCN1C(=O)CC(N2CCOCC2)C1=O (configuration not stated),0.9,-4.4,1.1,-2.5,-9.5,-7.6,1.1,1.1,1,1.06
CN(C)S(=O)(=O)N1CCC(Oc2ccc(C(=O)NCc3cnn(C)c3)cc2)CC1,1.1,-8.5,1.1,-4.3,-1.0,-12.0,1,1,1.1,1.03
COc1ccc(S(=O)(=O)N(CC(=O)NCc2ccco2)c2ccccc2)cc1OC,0.9,-3.5,0.9,-20.7,-7.2,-14.6,0.9,1.1,1,0.94
O=C(Cn1nnc(-c2ccccc2)n1)N/N=C/c1cccc([N+](=O)[O-])c1,1.1,2.7,1,-9.7,-4.0,-2.9,0.9,1,1,0.79
COc1cc(OC)nc(NC(=S)NC(=O)c2ccccc2)n1,1,-0.7,0.9,14.2,-3.3,-2.9,1,1,1,0.75

# Further compounds
SMILES,bIAP act,TNAP inh hiacc,PMI activator,APP 5'UTR act,FLuc inh counter,TNAP inh noacc,PMI act satM6P,FLuc stim CS,TNAP act hi DEA,NF-kB expr up
O=C(O)CCCNC(=O)C(c1ccccc1)c1ccccc1,0.9&1,-4.1&-1.4,1&0.8,-7.2&-1.4,-2.0&-7.9,-8.8&1.0,1&0.9,1&1.1,1&1,1.11&0.98
CCOC(=O)c1ccccc1NC(=O)c1cccc2c1C(=O)N(C1CCN(C(=O)OCC)CC1)C2,1.1,-2.8,1,-2.9,-7.8,-11.3,1,1.1,1,0.64
C=C(C)CSc1nnc(-c2cccc(Cl)c2)n1N,0.9,-3.1,1.1,28.9,-5.0,2.7,1.1,1.1,1,2.01
CN1CCN(C2=CC3=CC(=C(C#N)C#N)CCC3CC2)CC1 (configuration not stated),0.6,38.6,0.7,-2.1,-0.9,-0.7,0.4,1,0.6,0.78
Cc1ccc(NC(=O)c2cc(S(=O)(=O)N3CCOCC3)ccc2F)c(C)c1,1,-8.8,1.1,-1.1,-2.6,-7.0,1.1,1,1.1,1.22
COc1ccc(-c2nc(C)sc2CC(=O)O)cc1,0.9,-5.2,1,-2.0,-10.1,-10.6,1,1.1,1.1,1
CCOC(=O)C1(Cc2ccccc2C(F)(F)F)CCN(C(C)COC)CC1 (configuration not stated),1.1,-1.6,0.9,2.5,-2.1,-3.7,0.9,1,1,.
CC(=O)NC1(c2ccccc2)CCN(CC(=O)N2CCC(C)CC2)CC1,0.9,-4.8,0.9,-1.0,-4.9,-9.5,0.9,1,1,1.18
CCN(CCCNC(=O)c1ccc(N2CCCC2=O)cc1)c1cccc(C)c1,1,-0.7,0.9,-2.9,-2.1,-8.2,0.9,1,1,1.03
N#Cc1c(-c2ccc(Cl)cc2)nc2n(c1=O)CCCS2,1,0.1,1,1.0,-2.7,-5.9,0.9,1,1,0.96

# A different layout for 2 compounds above:
# Fields – bIAP act	TNAP inh hiacc	PMI activator	APP 5'UTR act	FLuc inh counter	TNAP inh noacc	PMI act satM6P	FLuc stim CS	TNAP act hi DEA	NF-kB expr up
> C=C(C)CSc1nnc(-c2cccc(Cl)c2)n1N
    0.9	-3.1	1.1	28.9	-5.0	2.7	1.1	1.1	1	2.01
> COC(=O)c1cccc(N(C(=O)c2cnccn2)C(C(=O)NC2CCCCC2)c2cn(C)nc2C)c1 (configuration not stated)
    0.9	1.4	0.9	2.0	3.8	-4.8	0.9	1	1	0.68
